TrxR1 inh: qHTS Assay for Inhibitors of Mammalian Selenoprotein Thioredoxin Reductase 1 (TrxR1): qHTS; recombinant rTrxR1, NADPH fluorescence consumption, selenite substrate; Potency, µM (titrated, usually from 114 µM), for inactives: at the highest dose activity change, negative = inhibition, actives largely listed as inhibitors; 390,000 compounds, 1% hits; AID 588453, 2011; note: potency is the fitted concentration of half-maximal effect; % is set by controls: 0 for no effect and ±100 for the full control effect; nearly all actives have a fitted effect of over 65% in size
Target sequence (O89049 whole entry, looked up): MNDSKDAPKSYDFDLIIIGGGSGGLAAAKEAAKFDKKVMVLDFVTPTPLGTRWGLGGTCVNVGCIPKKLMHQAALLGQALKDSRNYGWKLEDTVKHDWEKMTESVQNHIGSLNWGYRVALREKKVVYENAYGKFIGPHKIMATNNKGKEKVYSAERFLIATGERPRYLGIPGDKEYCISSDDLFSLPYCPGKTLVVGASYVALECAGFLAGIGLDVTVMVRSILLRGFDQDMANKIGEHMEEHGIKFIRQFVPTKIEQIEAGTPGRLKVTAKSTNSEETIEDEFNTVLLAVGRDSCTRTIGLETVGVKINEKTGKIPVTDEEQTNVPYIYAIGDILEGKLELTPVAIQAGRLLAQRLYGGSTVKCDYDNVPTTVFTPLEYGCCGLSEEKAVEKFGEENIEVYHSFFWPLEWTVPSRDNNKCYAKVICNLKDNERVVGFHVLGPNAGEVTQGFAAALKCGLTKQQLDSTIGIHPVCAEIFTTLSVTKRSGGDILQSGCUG
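Rat TrxR1 (90 nM in the dispensed reagent) was pre-reduced with 400 uM NADPH for 5 min at room temperature, then incubated with compound for 15 min. After 400 uM selenite was added, NADPH fluorescence (Ex 340/Em 450 nm) was followed for 8 min.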
TrxR1 substrate: qHTS Assay for Substrates of Mammalian Selenoprotein Thioredoxin Reductase 1 (TrxR1): qHTS; Thioredoxin reductase 1, cytoplasmic (Rattus norvegicus), O89049; purified TrxR1 substrate turnover, NADPH consumption readout; Potency, µM (titrated, usually from 114 µM), without a hit: at the highest dose activity change, negative = substrate turnover; 390,000 compounds, 0.01% hits; note: potency is the fitted concentration of half-maximal effect; % is set by controls: 0 for no effect and ±100 for the full control effect; nearly all actives have a fitted effect of over 50% in size
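Rat TrxR1, dispensed at 90 nM, was prereduced with 400 uM NADPH (final) for 5 min at ~22 deg C, then incubated with compound 15 min before 400 uM selenite. A first-read NADPH fluorescence drop versus no-compound background flagged substrates.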
USP1 inh: Inhibitors of USP1/UAF1: Primary Screen; Ubiquitin carboxyl-terminal hydrolase 1 (Homo sapiens), O94782; recombinant USP1/UAF1, Ub-Rhodamine cleavage fluorescence; Potency, µM (highest dose often 57.1 µM), inactives show at the highest dose activity change, negative = inhibition, actives largely listed as inhibitors; 390,000 compounds, 0.23% hits; AID 743255, 2014; note: potency is the fitted concentration of half-maximal effect; % is set by controls: 0 for no effect and ±100 for the full control effect; nearly all actives have a fitted effect of over 60% in size; inactives centre near -12
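USP1/UAF1 complex (1 nM) preincubated 15 min at room temperature with compound, then Ub-Rho substrate (150 nM final) added. Kinetic fluorescence at 480/540 nm over 6 reads at 60 s intervals; 50 mM HEPES pH 7.8, 0.5 mM EDTA, 0.1 mg/ml BSA, 1 mM TCEP, 0.01% Tween-20.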
RGS4 inh: Inhibitors of Regulator of G Protein Signaling (RGS) 4: qHTS; AID 504845, 2011; Transcreener GDP fluorescence polarization, RGS4-accelerated GTP hydrolysis; Potency, µM (titrated, usually from 114 µM), inactives show at the highest dose activity change, negative = inhibition, hits mostly inhibitors; 390,000 compounds, 0.039% hits; note: potency is the fitted concentration of half-maximal effect; % is set by controls: 0 for no effect and ±100 for the full control effect; nearly all actives have a fitted effect of over 75% in size; some results filed as inactive show a strong effect at the top dose
Target sequence (P49798 whole entry, looked up): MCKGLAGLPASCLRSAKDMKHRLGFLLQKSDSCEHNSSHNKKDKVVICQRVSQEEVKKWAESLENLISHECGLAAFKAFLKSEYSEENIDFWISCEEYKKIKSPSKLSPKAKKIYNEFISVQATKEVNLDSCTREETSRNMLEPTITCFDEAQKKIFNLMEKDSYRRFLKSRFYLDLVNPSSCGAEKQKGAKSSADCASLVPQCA
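MLSMR compounds (23 nl, pin-transferred) preincubated 10 min at room temperature with a 500nM (2x) first reagent, then RGS4 at 900nM (2x) plus Transcreener GDP mix added; fluorescence polarization (620/688 nm) read before and after 90 min at 30 °C.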
Glioma ERSR ind: qHTS for Inducers of the Endoplasmic Reticulum Stress Response (ERSR) in Human Glioma: qHTS. Potency, µM, for the others: at the top dose activation, actives largely listed as activators. 420,000 compounds, 0.02% hits. U87-MG GRP78 promoter luciferase reporter, 16 h; note: potency is the fitted concentration of half-maximal effect; series mostly up to about 76 µM; % of control where 0% means no effect; nearly all actives have a fitted effect of over 35% in size
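Stably transfected U87-MG glioma cells carrying a GRP78-based luciferase sensor; 16 h compound incubation. Luminescence end-point read 10 min after Bright-Glo addition at room temperature.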
LDHA inh: qHTS assay for inhibitors of human lactate dehydrogenase | AID 1347041, 2019 | 480,000 compounds, 0.15% hits | activity change, % (values are at about 110 or 230 µM) | purified LDHA, NADH/diaphorase-resazurin fluorescence; active compounds read low; in the data active = activity change below about -30%; inconclusive = mostly about -25% to -30%;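 note: plate controls were DMSO wells for no effect and wells without enzyme for full effect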
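Resorufin fluorescence (ex540/em590), read at 0 and 20 min after diaphorase/resazurin addition, reports the NADH left after a 5 min room-temperature reaction of 2 nM human LDH5 with 0.06 mM NADH and 0.2 mM pyruvate.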
Vif-APOBEC3G blk: qHTS for Inhibitors of Vif-A3G Interactions: qHTS; DNA dC->dU-editing enzyme APOBEC-3G (Homo sapiens), Q9HC16; HeLa A3G-eYFP + Vif (tagged APOBEC3G with the HIV-1 protein that degrades it), YFP fluorescence, overnight; Potency, µM (top dose mostly 46.1 µM), inactives show top-dose activity, negative = active, usual class: inhibitors; 410,000 compounds, 0.076% hits;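 note: potency is the fitted concentration of half-maximal effect; % is set by controls: 0 for no effect and ±100 for the full control effect; nearly all actives have a fitted effect of over 60% in size; hits raise eYFP signal because A3G escapes Vif-driven loss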
Target sequence (Q9HC16 whole entry, looked up): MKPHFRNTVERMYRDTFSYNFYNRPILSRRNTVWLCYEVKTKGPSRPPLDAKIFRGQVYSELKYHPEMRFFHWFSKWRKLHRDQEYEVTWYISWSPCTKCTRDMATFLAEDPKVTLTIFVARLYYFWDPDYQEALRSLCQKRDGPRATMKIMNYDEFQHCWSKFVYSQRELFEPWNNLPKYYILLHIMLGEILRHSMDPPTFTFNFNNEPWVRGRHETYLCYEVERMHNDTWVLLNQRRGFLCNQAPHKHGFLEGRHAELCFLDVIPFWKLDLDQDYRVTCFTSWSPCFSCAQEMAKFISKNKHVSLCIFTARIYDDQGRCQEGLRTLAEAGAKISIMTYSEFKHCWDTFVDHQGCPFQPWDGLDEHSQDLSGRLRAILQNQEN
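Read-out is eYFP fluorescence (Ex 488/Em 500-530) from Vif-expressing HeLa A3G-eYFP cells; more signal means A3G escaped Vif-mediated degradation. Cells plated overnight, compound pinned in, incubated overnight at 37 deg C.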
Vif-A3F inh: qHTS for Inhibitors of Vif-A3F Interactions: qHTS. HeLa A3F-eYFP + Vif (tagged APOBEC3F with the HIV-1 protein that degrades it), YFP fluorescence increase. Potency, µM (top dose mostly 46.1 µM), for the others: at the highest dose activity, negative = active. 390,000 compounds, 0.2% hits. AID 602313, 2012; note: potency is the fitted concentration of half-maximal effect; % of control where 0% means no effect; nearly all actives have a fitted effect of over 65% in size
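Fluorescence increase (Ex 488/Em 500-530) after overnight compound treatment at 37 deg C flags inhibition of Vif-driven A3F-eYFP loss in stable HeLa A3F-eYFP/Vif cells seeded overnight beforehand.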
IDH1 R132H inh: qHTS for Inhibitors of mutant isocitrate dehydrogenase 1 (IDH1): qHTS. AID 602179, 2012. Potency, µM (titrated, usually from 76.6 µM), for the others: at the highest dose activity change, negative = inhibition, usual class: inhibitors. IDH1-R132H enzyme, NADPH consumption, diaphorase/resazurin fluorescence. Isocitrate dehydrogenase [NADP] cytoplasmic (Homo sapiens), O75874. 390,000 compounds, 0.093% hits; note: potency is the fitted concentration of half-maximal effect; % is set by controls: 0 for no effect and ±100 for the full control effect; nearly all actives have a fitted effect of over 65% in size
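IDH1-R132H (0.5 ug/mL) preincubated 30 min with compound, then NADPH (0.016 mM) and alpha-KG (2 mM) added; 80 min at RT, pH 7.5. Remaining NADPH coupled via diaphorase/resazurin to fluorescence (540/590 nm); concentration-response curves normalized to no-enzyme control.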
An asterisk follows results filed as active; ? = inconclusive; . = no result given; & = joins results of further samples; [ ] = remark or other dose. Unless noted, calls come from the whole dose curve; as a rule, active = well fitted curve in the direction sought with a large enough effect; inconclusive = small, poorly fitted or top-dose-only effect, or another doubt; inactive = no such curve, though single readings can be large; an effect the other way counts as inactive or inconclusive. Not all compounds are listed; the hit share may differ from the screen's.

Sample of the layout (two entries):
Second line of a record: RGS4 inh	IDH1 R132H inh	TrxR1 substrate	Glioma ERSR ind	Vif-A3F inh	Vif-APOBEC3G blk	LDHA inh	USP1 inh	TrxR1 inh
CCOC(=O)CC(NC(=O)CCc1c(C)nc2cc(-c3ccccc3)nn2c1C)c1ccc(C)cc1 (stereo unspecified)
 : -13%	11%	27%	-8%	5%	-5%	4	-27%	56%[activator]
O=C(CC(NC(=O)C(F)(F)F)c1ccccc1)Nc1nnc(CCc2ccccc2)s1 (stereo unspecified)
 : -16%	-6%	4%[57.1 µM]	-3%	5%	0%	-7	-2%	14%[57.1 µM]

Results, previewed entries included:
Second line of a record: RGS4 inh	IDH1 R132H inh	TrxR1 substrate	Glioma ERSR ind	Vif-A3F inh	Vif-APOBEC3G blk	LDHA inh	USP1 inh	TrxR1 inh
CCOC(=O)CC(NC(=O)CCc1c(C)nc2cc(-c3ccccc3)nn2c1C)c1ccc(C)cc1 (stereo unspecified)
 : -13%	11%	27%	-8%	5%	-5%	4	-27%	56%[activator]
O=C(CC(NC(=O)C(F)(F)F)c1ccccc1)Nc1nnc(CCc2ccccc2)s1 (stereo unspecified)
 : -16%	-6%	4%[57.1 µM]	-3%	5%	0%	-7	-2%	14%[57.1 µM]
C=CCn1c(C)nnc1SCC(=O)Nc1nccs1
 : 2%	3%	-3%	-5%	-7%	-4%	-1	-6%	5%
CN(C)/C=C(\C=O)c1onc(-c2ccccc2Cl)c1C#N
 : -11%	1%	8%[57.1 µM]	-3%	1%	0%	-11	1%	0%[57.1 µM]
CCOC(=O)C1CCCN(C(=O)COc2ccc(N(C)S(=O)(=O)c3ccc(F)cc3)cc2)C1 (stereo unspecified)
 : 7%	-1%	6%	1%	-16%	3%	1	-23%	23%
Cc1ccccc1NC(=O)COc1coc(CN2CCCc3ccccc32)cc1=O
 : -6%	5%	-11%	2%	-20%	1%	2	-21%	-21%
CCOc1ccc2nc(N3CCCC(C(=O)NCCCN4C(C)CCCC4C)C3)sc2c1 (stereo unspecified)
 : 3%[11.4 µM]	0%	3%	4%	-8%	4%	-1	-18%	1%
CCOc1cccc2sc(NC(=O)c3ccc(S(=O)(=O)N4CCCCC4)cc3)nc12
 : 9%	-5%	1%[57.1 µM]	-3%	-10%	-4%	-1	-21%	25%[57.1 µM]
CC(=O)N(CC(=O)O)c1ccccc1C(=O)O
 : 6%	14%	12%[57.1 µM]	-5%	-3%	1%	-16	-2%	23%[57.1 µM]
CCOC(=O)CCCCCC(=O)Nc1ccc2c(c1)C(=O)N([C@@H](C)CO)C[C@H](C)[C@H](CN(C)S(=O)(=O)c1ccc(OC)cc1)OCCCC[C@H](C)O2
 : .	-2%	.	-6%	1%	1%	-2	-23%	.
Cc1ccc2c(c1)c1c3n2CCN(C(=O)CN2CCN(C)CC2)C3CCC1 (stereo unspecified)
 : 2%	-1%	18%	-6%	-8%	-4%	9	2%	9%
Cn1c(SCC(=O)Nc2cccc(O)c2)nnc1-c1ccc(S(=O)(=O)N2CCOCC2)cc1
 : -12%	-2%	11%	-1%	-3%	-1%	-6	-16%	15%
CCc1cccc(NC(=O)Cn2c(-c3ccc(F)cc3)cc(C(C)=O)c2C)c1
 : -10%	-14%	-2%[57.1 µM]	-3%	9%	-7%	-20	-26%	16%[57.1 µM]
CC(C)(C)c1ccc(C(=O)O)c(C(=O)c2ccccc2)c1
 : -20%	6%	-6%[57.1 µM]	0%	-10%	-3%	-3	-7%	19%[57.1 µM]
Cc1ccccc1OCc1occc1C(=O)Nc1cccc(-n2cnnn2)c1
 : -26%	4%	5%	-7%	-1%	?	-1	-23%	19%
Cc1nn(-c2ccccc2)c(Cl)c1C(=O)Nc1c(C)n(C)n(-c2ccccc2)c1=O
 : -1%	12%	9%	-4%	-3%	-1%	3	-6%	27%
O=C(NCc1ccncc1)c1ccc2nc(Cc3ccccc3F)oc2c1
 : -28%	5%	-3%	0%	4%	1%	1	-12%	4%
C=CCN1C(=O)C2(NNc3ccccc3O2)c2ccccc21 (stereo unspecified)
 : -19%	-2%	-11%	8%	?	?	15	-4%	-16%
Cc1ccc(S(=O)(=O)N2CCCC(C(=O)NCc3ccccc3F)C2)cc1 (stereo unspecified)
 : -12%	9%	0%	-7%	10%	-1%	-1	-12%	15%
Cc1cccc(C)c1NC(=O)CS(=O)CC(=O)NC1CCCc2ccccc21 (stereo unspecified)
 : -23%	1%	-4%	-4%	-1%	2%	-2	-7%	2%
CCO[C@H]1OC(C(=O)NC2CC2)=C[C@@H](c2ccc(C(F)(F)F)cc2)[C@@H]1CCCO
 : 8%	31%	0%	2%	-11%	-2%	-2	-3%	17%
Cc1onc(-c2c(Cl)cccc2Cl)c1C(=O)Nc1ccc2c(c1)OCCO2
 : 17%	6%	-5%	-2%	3%	1%	-4	-15%	1%
Cc1nc2cc(C(F)(F)F)ccc2n1CCNc1nc(-c2ccc([N+](=O)[O-])c(Cl)c2)cs1
 : -11%	1%	-1%	-6%	-1%	-5%	0	?	12%
Cc1cc(C)c(C(=O)C[n+]2cccc(C(N)=O)c2)c(C)c1
 : -7%	2%	9%[57.1 µM]	-5%	-13%	-1%	-7	-9%	?
CC1CCC(NC(=O)CCNS(=O)(=O)c2ccc3c(c2)CCC(=O)N3)CC1 (stereo unspecified)
 : -13%	0%	4%	-4%	-5%	3%	1	-16%	13%
O=C(COc1ccc(Cl)cc1)NC1=NN(c2ccccc2)C(=O)C1
 : 7%	4%	0%	?	-12%	1%	-3	-11%	24%
CCOC(=O)CSc1nc2cc(C(=O)OC)ccc2c(=O)n1CCN1CCOCC1
 : 6%	4%	0%	2%	-7%	-1%	-4	4%	9%
CCCOc1ccc(S(=O)(=O)NNC(=O)c2cc3ccccc3o2)cc1
 : 6%	12%	1%	-5%	2%	0%	1	-28%	7%
CC1CCC(NC(=O)C2CCN(c3nc4ccccc4s3)CC2)CC1 (stereo unspecified)
 : -23%	-4%	14%[0.0914 µM]	-4%	10%	-1%	-10	-1%	26%[57.1 µM]
COc1ccccc1C(=O)OCn1nnc2ccccc2c1=O
 : 3%	16%	-2%[57.1 µM]	-5%	-2%	2%	-2	-12%	5%[57.1 µM]
Cc1ccc(-c2cc(C(=O)N/N=C/c3ccccc3O)n[nH]2)o1
 : -17%	5%	-1%	-7%	-12%	-5%	-7	-20%	-4%
Cn1cc(C(=O)NCCO)c(=O)c2ccccc21
 : -1%	10%	-5%	-1%	3%	-4%	-3	-16%	11%
CC(C)CCOc1cccc(OCC(=O)NC2CCS(=O)(=O)C2)c1 (stereo unspecified)
 : -27%	1%	6%	2%	3%	-4%	2	-20%	27%
O=c1[nH]c(=S)[nH]c2scc(-c3ccc(Br)cc3)c12
 : ?	-3%	15%[57.1 µM]	-4%	-3%	0%	-19	-15%	-42%
COc1ccccc1NC(=O)CSc1nc(=O)n2cc(C)ccc2n1
 : ?	2%	-9%	-3%	5%	-4%	-2	-16%	-13%
O=C(CN1C(=O)COc2ccc(S(=O)(=O)Nc3ccccc3)cc21)NCc1ccccc1Cl
 : 1%	-2%	-4%	4%	-13%	-4%	0	?	19%
C=CCNC(=O)C1CCN(S(=O)(=O)CC)CC1
 : 6%	0%	1%	1%	-8%	3%	1	-10%	21%
COc1ccc(-c2nn(-c3ccccc3)cc2C(=O)NCC2CCCO2)cc1 (stereo unspecified)
 : 14%	7%	-9%	-2%	-11%	-24%	-2	-12%	-5%
Cc1ccc2cc(C#N)c(N3CCCN(S(=O)(=O)c4ccccc4)CC3)nc2c1
 : -2%	2%	7%	0%	-2%	-9%	14	-21%	-7%
CCN(C(=O)COC(=O)/C(C#N)=C/c1ccc(N(C)C)cc1)C1CCS(=O)(=O)C1 (stereo unspecified)
 : 0%	2%	-22%	-2%	1%	4%	0	-18%	-21%
COc1ccc(-c2csc(N3C(=N)SCC3=O)n2)cc1
 : -11%	2%	-10%	-2%	-4%	1%	0	-3%	19%
CC1CCCCN1C(=O)CSc1nc2ncccc2[nH]1 (stereo unspecified)
 : -2%	-2%	6%	0%	-10%	0%	-13	-18%	18%
COc1ccccc1N1CCN(C(=O)Cn2ncc3c([nH]c4ccccc43)c2=O)CC1
 : 1%&-14%	-1%&-11%	3%&-3%	-3%&-4%	-8%&3%	-1%&1%	-1&0	-23%&-11%	21%&18%

Assay outcomes: PubChem BioAssay, National Center for Advancing Translational Sciences (NCATS)
